High-throughput results as filed in PubChem.
NCF1 inh – inhibitors of human p47phox binding. P14598. p47phox/p22phox peptide binding, fluorescence polarization, 2 h. inhibition, % at 24.7 µM. 220,000 compounds, 0.53% hits. AID 1274;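 further: 0% = p47phox with labelled peptide and 100% = labelled peptide alone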
Thrombin inh – thrombin (human) inhibition; inhibition, % at 5 µM; 220,000 compounds, 0.26% hits; P00734; alpha-thrombin, Boc-VPR-AMC fluorogenic substrate cleavage;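 active means inhibition at or above 40%; inactive means inhibition below 40%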;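 further: 0% = enzyme with no compound and 100% = wells without enzyme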
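Test system: human alpha-thrombin protein / Dosing: one concentration per compound, 5 µM, with 0.2% DMSO / Medium: pH 7.5 Tris-saline with Tween 20 / Benchmarks: no-compound enzyme wells and no-enzyme blanks / Read-out basis: percent inhibition of thrombin substrate cleavage / Timing: reaction at room temperature / Measured by: fluorescence, ex 355 nm, em 460 nm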
Furin inh – human furin inhibition; 220,000 compounds, 0.061% hits; inhibition, % at 30 µM; purified furin, fluorogenic substrate cleavage; in the data active means inhibition above about 25%; further: inactives centre near -15
Target sequence (P09958 108-714 limits assumed): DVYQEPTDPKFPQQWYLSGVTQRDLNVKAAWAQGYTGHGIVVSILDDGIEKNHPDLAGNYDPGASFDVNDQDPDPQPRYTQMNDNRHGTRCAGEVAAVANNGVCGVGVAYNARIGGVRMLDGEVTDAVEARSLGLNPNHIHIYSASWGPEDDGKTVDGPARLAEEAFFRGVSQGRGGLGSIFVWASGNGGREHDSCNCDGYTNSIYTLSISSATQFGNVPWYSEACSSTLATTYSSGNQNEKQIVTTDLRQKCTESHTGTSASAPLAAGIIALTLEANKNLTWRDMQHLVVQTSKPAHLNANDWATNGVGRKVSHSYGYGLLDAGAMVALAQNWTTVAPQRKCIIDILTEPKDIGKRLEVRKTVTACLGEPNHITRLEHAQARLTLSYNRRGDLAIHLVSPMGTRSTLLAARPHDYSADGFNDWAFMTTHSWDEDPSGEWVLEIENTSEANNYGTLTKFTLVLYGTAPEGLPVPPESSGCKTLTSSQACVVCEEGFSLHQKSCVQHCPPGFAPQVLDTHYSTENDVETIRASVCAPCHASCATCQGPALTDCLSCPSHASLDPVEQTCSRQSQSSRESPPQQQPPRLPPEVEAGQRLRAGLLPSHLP
Cl transport mod – modulators of human KCC2 chloride dependent transport | AID 1456 | KCC2 cells, thallium flux FluoZin-2 fluorescence | B-score of Tl+ flux slope (higher = more flux/activation; lower = inhibition) at 10 µM | 190,000 compounds, 2.2% hits;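 active means thallium flux slope and its plate-corrected score both differing from the plate sample mean at a set confidence after two filtering rounds, in either direction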;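 further: slope of fluorescence scaled to starting intensity during 10 to 20 s after thallium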
14-3-3 Bad inh – disrupts binding of bovine 14-3-3 zeta to phospho-Bad peptide | P63103 | TR-FRET 14-3-3zeta/Dy647-pBad peptide displacement, 1 h | inhibition, % at 21.7 µM | 220,000 compounds, 0.71% hits | AID 781;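 active means inhibition above about 70%, limit read from the data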;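 further: 0% = full 14-3-3 plus peptide FRET controls and 100% = background without 14-3-3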
EBV gp42 block – EBV gp42 inhibition | Q1HVG2 | Fluorescence polarization binding assay, mP read-out | inhibition, % (tested at 21.74 µM) | 220,000 compounds, 0.42% hits; in the data active means inhibition above about 50%
Target sequence (Q1HVG2 whole entry, looked up): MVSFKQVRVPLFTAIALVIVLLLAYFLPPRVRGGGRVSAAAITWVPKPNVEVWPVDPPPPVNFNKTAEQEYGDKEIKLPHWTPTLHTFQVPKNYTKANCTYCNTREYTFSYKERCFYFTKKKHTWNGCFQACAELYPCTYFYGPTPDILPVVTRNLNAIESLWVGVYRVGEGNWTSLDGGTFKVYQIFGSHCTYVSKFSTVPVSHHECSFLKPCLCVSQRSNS
hK5 inh – blocks human kallikrein 5 protease activity; recombinant hK5, fluorogenic AMC substrate cleavage; 210,000 compounds, 0.59% hits; Q9Y337; inhibition, % at 5 µM;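 active means inhibition of 40% or more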;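 further: 0% = enzyme controls without compound and 100% = no-enzyme blanks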
Rad51 HR inh – blocks human Rad51 in homologous recombination. AID 1385. inhibition, % at 10 µM. 200,000 compounds, 0.085% hits. hRad51 DNA strand exchange, fluorescence dequenching;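 active means inhibition above 40% at the single screening dose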;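 further: 0% = DMSO control wells and 100% = blanks with heterologous ssDNA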
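Read-out basis: percent inhibition relative to plate controls and blanks / Assay system: human Rad51 nucleoprotein filaments preassembled on unlabelled ssDNA / Timing: filaments 15 min 37 °C, then compound 30 min / Control set: per-plate controls and blanks / Technique: fluorescence dequenching at 485/520 nm / Compound: 10 µM final, single point / Also added: Fluorescein- and BHQ1-tagged 47-mer duplex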
eIF4E 4G PPI – eIF4E/eIF4G interaction inhibition in translation initiation; P63073+Q04637; TR-FRET eIF4E-eIF4GI(517-606) binding, 2 h; inhibition, % at 21.7 µM; 220,000 compounds, 0.37% hits; AID 782;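 further: 0% = full FRET control wells and 100% = background wells lacking eIF4GI fragment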
The depositor's hits bear a star; · = not tested or not shown; [ ] = dose if it differs, or a comment.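 How the source made its calls, unless noted: active means inhibition above about 30% (limit read from the data); inactive means the rest.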

cpd | eIF4E 4G PPI | Cl transport mod | hK5 inh | Rad51 HR inh | Thrombin inh | NCF1 inh | compound | Furin inh | EBV gp42 block | 14-3-3 Bad inh
1 | -54[fluorescence artefact?] | · | 2 | -3 | 2 | -9 | CCOc1cccc2sc(=NC(=O)c3ccc(S(=O)(=O)N4CCOCC4)cc3)n(C)c12 | -26 | -24 | -18[fluorescence artefact?]
2 | 4 | 3.3 | 1 | -13 | -9 | -12 | O=C(CC12CC3CC(CC(C3)C1)C2)NC(=S)N1CCCCC1 | -9 | -5 | -4[fluorescence artefact?]
3 | 10[fluorescence artefact?] | -1.3 | -5 | 24 | 3 | -3 | CC(=O)Nc1ccc(N2N=C(C)C(N=Nc3ccccc3)C2=O)cc1 (stereo not drawn) | -24 | -18 | 18
4 | -3[fluorescence artefact?] | 0.023 | -22 | -9 | -13 | -4 | O=C(c1ccccc1)c1nccc2ccccc12 | -3 | -6 | -11
5 | 4[fluorescence artefact?] | 1.2 | -3 | 4 | 0 | -10 | O=C(Nc1ccc(N2CCOCC2)cc1)C1CCCN(S(=O)(=O)c2cccc(C(F)(F)F)c2)C1 (stereo not drawn) | -14 | -19 | 6
6 | 1 | 1 | 9 | -2 | -1 | -8 | COc1cccc(/C=N/Nc2ncnc(N)c2[N+](=O)[O-])c1OC | -4[20 µM] | 1 | 3
7 | -5 | -1.3 | -3 | 0 | -5 | -1 | CCOc1ccccc1N1CCN(Cc2cnc(-c3ccccc3)[nH]2)CC1 | -20 | -17 | 1
8 | 0 | · | 14 | 3 | 3 | 3 | O=C(NCC1CCCO1)c1ccc(N2CCCCC2)nc1 (stereo not drawn) | -5 | 0 | -15
9 | 1 | -1.3 | 26 | -10 | 7 | 1 | N#Cc1c(C(F)(F)F)cc(-c2ccc(Cl)cc2)nc1SCC(=O)O | 3 | 6 | 3
10 | 3 | · | 13 | 4 | -5 | -22 | Cc1cccc(-c2noc(CN(C)S(=O)(=O)c3cc(Cl)ccc3Cl)n2)c1 | -14[20 µM] | -3 | 5
11 | 3 | -2.8 | -2 | -15 | -2 | 0 | N/C(=N\OC(=O)c1cc(Br)ccc1Cl)c1ccccn1 | -13 | 3 | -2
12 | 8 | -0.29 | -12 | · | -2 | -4 | CCSc1nc2c(c(=O)[nH]1)C(c1cccs1)C(C(=O)OC)=C(C)N2 (stereo not drawn) | -24 | -2 | 4
13 | 0 | -0.0032 | -8 | -2 | -6 | -1 | CSc1ccc(/C=C(/NC(=O)c2ccccc2)C(=O)N2CCN(C)CC2)cc1 | -15 | -7 | -3
14 | 1 | 0.031 | 0 | -1 | -12 | -43 | C/[N+]([O-])=C\c1ccc([N+](=O)[O-])o1 | -5 | -5 | -10
15 | -6 | · | 6 | 0 | 2 | -20 | Cc1c(C(=O)Nc2c(C)n(C)n(-c3ccccc3)c2=O)oc2ccccc12 | -25[20 µM] | -21 | 6
16 | -1 | -0.39 | -12 | 4 | -5 | -1 | Cc1ccc2[nH]c3c(c2c1)CCCC3=O | 6[20 µM] | -4 | -29
17 | 10 | -1.5 | 29 | -2 | -8 | 4 | O=S(=O)(NCc1cn2ccsc2n1)c1ccc(Oc2ccccc2)cc1 | -22 | -1 | 12
18 | -1 | -0.21 | -15 | 0 | 2 | -3 | Cc1ccc(S(=O)(=O)NNC2=NCCCCC2)cc1 | -14 | 8 | 0
19 | 20[fluorescence artefact?] | -0.0021 | -10 | 4 | 3 | -13 | Cc1nc(CN2CCN(C(=O)c3ccc(Br)cc3)CC2)cs1 | -16[20 µM] | -2 | -14
20 | 2 | 0.55 | -7 | 0 | 0 | -11 | NC(=O)[C@@H]1CCCNc2c(I)cc([N+](=O)[O-])cc2C(=O)N[C@@H](CO)C(=O)NCC(=O)N1 | -12 | 0 | -6
21 | -2 | 0.56 | -2 | 3 | · | -7 | Cc1ccccc1NC(=O)NCc1ccc2c(c1)OCO2 | -28 | -20 | -7
22 | 1 | 0.097 | -3 | -5 | -7 | -16 | O=C(COC(=O)/C=C/c1ccc(F)cc1)Nc1ccc(Cl)cn1 | -25 | -16 | -3
23 | 5 | 0.18 | 4 | -4 | -5 | -2 | O=C(NC1CCNCC1)C1CC1 | -14 | -10 | -8
24 | 1 | · | 7 | -3 | -5 | -7 | OCCSc1nc(-c2cccnc2)nc2ccccc12 | -15 | -16 | 13
25 | -6 | -0.3 | 0 | 0 | -4 | -8 | CCn1cc(C(=O)O)c(=O)c2cc(F)c(N3CCN(C(=S)NC(=O)c4ccccc4)CC3)cc21 | -26 | 2 | -1
26 | 2 | 1 | 2 | -4 | -1 | -1 | Cc1ccc2c(c1)-c1c(cnn1CC(=O)O)CO2 | 2 | -4 | 6
27 | 5 | -1.7 | -1 | 1 | -4 | 1 | CC(=O)Oc1cccc(-c2nc3ccccc3c(=O)o2)c1 | -25 | -13 | 0
28 | -3 | 1.5 | 2 | -12 | 0 | -9 | COc1cccc(NC(=O)COC(=O)c2ccccc2C(=O)N2CCN(c3ccccc3)CC2)c1 | -19 | 5 | -1
29 | 2 | -0.3 | 3 | -10 | 12 | 42* | COc1ccc(-c2ccc(C(c3c(C)[nH][nH]c3=O)c3c(C)[nH][nH]c3=O)o2)c([N+](=O)[O-])c1 | 4 | -5 | -12
30 | -6 | -1.1 | -15 | 2 | 0 | -8 | Cc1cc(N2CCN(Cc3ccc4c(c3)OCO4)CC2)n2ncnc2n1 | -26 | -21 | 21

Going on with the list:
cpd | eIF4E 4G PPI | Cl transport mod | hK5 inh | Rad51 HR inh | Thrombin inh | NCF1 inh | compound | Furin inh | EBV gp42 block | 14-3-3 Bad inh
31 | 4[fluorescence artefact?] | 0.39 | -15 | 1 | 1 | -6 | CCOCCCNC(=O)c1c[nH]c2cc(C)ccc2c1=O | -19 | -12 | 6[fluorescence artefact?]
32 | -3 | 0.75 | -9 | 15 | -4 | 3 | O=C(O)CC1(CC(=O)Nc2ccc3c(c2)C(=O)OC3)CCCCC1 | -14 | -4 | 6
33 | 3[fluorescence artefact?] | 0.026 | -12 | 2 | -3 | 2 | COC(=O)Cn1ncc2c(C)n(Cc3ccccc3)c(C)c2c1=O | -10 | 7 | 4[fluorescence artefact?]
34 | -2 | -1.5 | -2 | · | 1 | -16 | CN(CC(=O)NC(=O)NCc1ccccc1)Cc1cccc(Cl)c1Cl | -1 | 5 | 17[fluorescence artefact?]
35 | -7 | 0.47 | -8 | -6 | -12 | 1 | COc1ccc(NC(=O)CSCC(=O)NCCc2ccccn2)cc1 | -19 | -8 | -1
36 | -2 | · | -2 | 4 | 1 | -7 | COCCNC(=O)CS(=O)Cc1nc(-c2ccc(OC)cc2)oc1C (stereo not drawn) | -27 | -14 | 8
37 | 0 | · | 0 | -1 | -5 | -6 | O=C(COc1ccc(Cl)cc1)NC1CCSC1=O (stereo not drawn) | -20 | 15 | 2
38 | 0 | 3 | -1 | -2 | -3 | -15 | Cc1ccc(SCC(=O)Nc2ccc(S(N)(=O)=O)cc2)cc1 | -24 | -3 | -18
39 | 1 | 0.76 | -1 | -2 | -11 | 2 | CCCn1nnnc1SCC(=O)NNC(=O)c1ccco1 | -23 | -7 | -9
40 | 1 | 0.46 | · | -5 | · | -5 | O=C(O)[C@@H](O)c1ccccc1 | · | -9 | 4
41 | 0 | 0.015 | -3 | 17 | -4 | -9 | Cc1cc(C)nc(NC=C2C(=O)OC(C)(C)OC2=O)n1 | -11 | 1 | -2
42 | -2 | 0.47 | 2 | -1 | -19 | -7 | O=C1CC(C(=O)Nc2ccccc2)N=C(N2CCOCC2)N1 (stereo not drawn) | 0[20 µM] | -17 | -1
43 | 2 | 1.3 | -60 | 5 | -8 | -15 | Cc1ccc2c(c1)c1c(n2CC(O)CN2C(=O)CNC2=O)C(=O)CCC1 (stereo not drawn) | -18 | -10 | 6
44 | 1 | -1.9 | -20 | 7 | 0 | 1 | Cc1cc(C)c2nc(NCCCNC(=S)NCCCN(C)C)c(C#N)cc2c1 | -28 | -2 | 4
45 | -8[fluorescence artefact?] | -2.1 | -27 | 0 | -4 | -3 | CC(C)C[C@H](N)c1nnc(S(=O)(=O)Cc2ccc(F)cc2)o1 | -24 | -9 | 3
46 | 5 | -0.36 | 15 | -10 | 34 | -12 | CCOC(=O)Nc1ccc2c(COC(=O)CNS(=O)(=O)c3ccc(NC(C)=O)cc3)cc(=O)oc2c1 | -25 | -11 | 16
47 | -1 | 0.032 | -6 | · | 0 | -1 | Cc1ccc(NC(=O)CN(C)S(=O)(=O)c2ccc(Br)s2)cc1F | -17 | 23 | 0
48 | -30 | 1.7 | -6 | -2 | 1 | 46* | COC(=O)c1ccc2c(=O)n(Cc3ccco3)c(SCC(=O)Nc3ccccc3Cl)nc2c1 | -14 | -17 | 11
49 | 2 | -0.015 | -9 | -2 | -12 | -14 | Cc1cc(Br)ccc1SCC(=O)OCC(=O)NCc1ccc2c(c1)OCO2 | -14 | 1 | 0[fluorescence artefact?]
50 | -2[fluorescence artefact?] | -0.31 | -2 | 3 | -1 | -10 | NC(=O)c1ccc(NC(=O)c2ccccc2S(=O)(=O)c2ccccc2[N+](=O)[O-])cc1 | -7 | -18 | 15
51 | 3 | -0.29 | -10 | -2 | 0 | -18 | CCc1ccc(NC(=O)c2cc(C(C)C)on2)cc1 | -4 | -16 | -2
